Compound activity from PubChem BioAssay.
TNAP activators = human TNAP enzyme activators, primary screen, biochemical, luminescent, no phosphate acceptor, uHTS (AID 1001); purified TNAP, luminescent activation assay, no phosphate acceptor; higher activation fold means a stronger effect; activation fold at 20 µM, or EC50 in µM where a hit was titrated; 200,000 compounds, 0.03% hits; in the data active means activation fold from about 3, or a potency from the dose series; inactive means the rest, 99 in 100 with activation fold below about 1.6; further: many of its hits are not listed in these tables
Hep lipid drop = modulators of hepatic lipid droplet formation. 240,000 compounds, 0.4% hits. inhibition, % at 6.5 µM. AML12 mouse hepatocytes, oleate lipid droplets, BODIPY imaging. AID 1656;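 active means lipid droplet intensity inhibited by at least 50%, with more than 500 cells counted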
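Test system: AML12 mouse liver cells; schedule: overnight exposure; technique: high-content imaging of BODIPY-stained droplets and DAPI nuclei; read-out: % inhibition of corrected integrated BODIPY droplet signal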
Dynein transport = dynein cargo transport inhibition; 3617.4 mouse cells, GR-EGFP nuclear translocation imaging; test concentration mostly 20 µM; stimulated with dexamethasone, 1 µM; active compounds read low; z-score, hits read low; 220,000 compounds, 0.47% hits;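 active means plate z-score of nuclear minus cytoplasmic receptor signal below a set negative limit, without overly bright fluorescence or cell loss, cut at about -3.5 in these data, passing the limit was not always enough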;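 further: z-score of nuclear minus cytoplasmic ring GR-EGFP intensity difference per well; some compounds called inactive have numbers as strong as hits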
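Schedule: 48 h induction, then 1 h compound, then 30 min agonist, 37 °C. Buffer or medium: tetracycline-free induction medium containing charcoal-stripped FBS. Reagent: 1.0 µM final dexamethasone stimulus. Evaluation: nuclear versus cytoplasmic GR-EGFP signal, averaged per well. Signal: high-content fluorescence imaging after fixation.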
Myeloid diff MLP = promotes myeloid progenitor differentiation; 360,000 compounds, 1% hits; calls only at 10 µM; AID 624256; ER-HoxA9 myeloid progenitors, lysozyme-GFP differentiation, flow cytometry;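 active means normalized GFP-positive differentiation at or above the plate's own cutoff, the solvent-only control mean plus 3 SD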;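 further: cells exposed to compound for four days before flow analysis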
MT stabilize HCS = microtubule stabilization, imaging screen | HeLa tubulin immunostaining HCS, 24 h; share of cells brighter than vehicle mean+2SD | % tubulin-high responders, % at 10 µM | 200,000 compounds, 0.83% hits;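 active means plate Z-score above 3 for both tubulin-high and condensed-nucleus cell shares, with cell loss under 80%, at 10 µM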;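 further: anti alpha tubulin signal scored within the nucleus-defined area of each cell; some results filed as inactive read as strong as hits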
PMI inhibitors = inhibitors of human PMI, primary screen, biochemical, fluorescence intensity, coupled assay (AID 1209). purified PMI enzyme, coupled fluorescence intensity; higher % means a stronger effect. inhibition, % at 20 µM, or IC50 in µM where a hit was titrated. 190,000 compounds, 0.42% hits; in the data active means inhibition above about 50%;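 further: plate controls were DMSO vehicle for no effect and wells lacking substrate for full effect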
Insulin prom up = MIN6 insulin promoter up-regulation; MIN6 insulin promoter-GFP reporter, high-content imaging; active compounds read high; z-score at 5 µM; 190,000 compounds, 0.3% hits; AID 1625;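 active means z-score above 3 at 5 µM with at least 500 cells counted in the well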
T cell modulator = T cell immune modulation candidate | 2C CD8+ T cell-vesicle binding, flow cytometry; active compounds read low | calls only at 7 µM | 330,000 compounds, 0.068% hits | AID 2052;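 active means response, share of CD8 T cells binding vesicles, and their 90th percentile fluorescence all below set limits, cut at about 80% in these data, passing the limit was not always enough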
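material = purified 2C TCR transgenic mouse naive CD8+ T cells | controls = Unloaded micro-vesicles (low), QL9 vesicles with 0.7% DMSO (high) | detection = cytometric PE anti-B7-1 and Alexa647 anti-CD8 signals after 1% paraformaldehyde fixation | incubation = binding step 1.5 h, 37 °C, antibody labelling 20 min, ice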
b-catenin transl = alters nuclear translocation of beta-catenin in HeLa cells | immunofluorescence imaging | nuclear translocation activity, % at 5 µM | 190,000 compounds, 0.3% hits | AID 1665;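 active means nuclear translocation activity above 50% at 5 µM, with a well cell count of 50 or more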;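 further: per-cell ratio of nuclear to cytoplasmic median beta-catenin stain intensity; plate controls were DMSO negative control for no effect and GSK-3 inhibitor IX positive control for full effect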
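Signal – beta-catenin immunofluorescence imaging with DAPI · Test system – human HeLa cell line · Dosing – 5 µM primary single dose, 0.1% DMSO, 0.02–20 µM confirmation series · Measure – % activation, nuclear-to-cytoplasmic median beta-catenin signal ratio per cell · Incubation – 24 h compound exposure at 37°C, 5% CO2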
Dynein transport cytoplasmic EGFP = also measured in Dynein transport; calls as there; z-score; measured here: cytoplasmic GR-EGFP intensity; active compounds read high
Dynein transport nuclear GR-EGFP = further read-out of Dynein transport, marked with its call; z-score; measured here: nuclear GR-EGFP intensity;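 lower value marks the stronger effect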
Dynein transport cell count = second read-out of Dynein transport, no call of its own (marks repeat the call); z-score; measured here: cell count per field
Insulin prom up cell count = further read-out of Insulin prom up, marked with its call; cell count; measured here: cytotoxicity, nuclei count;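 total cells summed across four imaged fields per well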
Hep lipid drop cells 6.5 µM = second read-out of Hep lipid drop, no call of its own (marks repeat the call); cell count; measured here: cell count, cytotoxicity flag;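 cells counted across two imaged fields per well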
b-catenin transl cell count 5 µM = second read-out of b-catenin transl, no call of its own (marks repeat the call); cell count; measured here: cell count, cytotoxicity flag
T cell modulator vesicle-bound % = also measured in T cell modulator; calls as there; double positive events, %; measured here: CD8+ vesicle-bound cell fraction;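 binding gate set so that unloaded-vesicle control wells show 10% double positive cells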
MT stabilize HCS Hoechst-high % = further read-out of MT stabilize HCS, marked with its call; % Hoechst-high responders; measured here: nuclear condensation Hoechst responders;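 share of cells brighter than vehicle mean plus two SD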
MT stabilize HCS cytotoxicity % = second read-out of MT stabilize HCS, no call of its own (marks repeat the call); toxicity, %; measured here: cytotoxicity by cell density;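 0% = mean cell density of plate MIN control wells and 100% = no cells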
Myeloid diff MLP GFP+ MAC1+ % = further read-out of Myeloid diff MLP, marked with its call; GFP+ MAC1+ double positive, %; measured here: differentiation confirmed by MAC1 staining
An asterisk follows results filed as active; i = inactive; · = not tested or not shown.

SMILES	b-catenin transl cell count 5 µM	T cell modulator vesicle-bound %	Myeloid diff MLP	T cell modulator	Insulin prom up cell count	MT stabilize HCS Hoechst-high %	Insulin prom up	MT stabilize HCS	Dynein transport nuclear GR-EGFP	MT stabilize HCS cytotoxicity %	Hep lipid drop	Hep lipid drop cells 6.5 µM	PMI inhibitors	Dynein transport	b-catenin transl	Myeloid diff MLP GFP+ MAC1+ %	Dynein transport cytoplasmic EGFP	TNAP activators	Dynein transport cell count
CC(=O)N1CCc2cc(Br)cc(S(=O)(=O)NCc3ccccn3)c21	939	21	i	i	1615	0.6	-0.5	5.1	-0.15	3.6	·	·	-1%	-0.58	-1.3	1.2	-0.24	1.1	1.2
CN1C(=O)Cc2cc(S(=O)(=O)N3CCOCC3)ccc21	849	15	i	i	1270	0.9	0.47	1.6	1.3	0.7	·	·	-11%	2.1	-5.5	2.7	0.34	1.1	-1.6
CCC1CSC(Nc2ccc(C(=O)/C=C/c3ccc(Oc4ccccc4)cc3)cc2)=N1 (stereo not drawn)	964	6	i	i	903	5.0	0.7	2.6	-0.42	2.0	-7	618	-1%	-0.6	0.2	0.7	-0.2	1	0.25
O=S(=O)(c1ccccc1)N1CCC(O)(CSc2ccc(F)cc2)CC1	1073	30	i	i	1320	1.7	0.01	5.4	0.048	11	6	668	12%	0.49	-0.3	0.3	-0.29	1.1	-1.8
CC1CCN(CCC(=O)Nc2ccccc2)CC1	1080	47	i	i	1200	1.8	-0.59	2.8	0.11	1.1	12	677	-8%	1	-2.3	0.5	-0.2	1.1	0.069
O=C1NC(=O)/C(=C\c2ccsc2)N1	1024	48	i	i	1223	2.1	0.36	3.1	-0.93	2.5	3	707	6%	-1.4	-1.0	0.3	-0.39	1.1	1.3
O=C(CCc1nc2ccccc2s1)NCc1ccccc1F	515	25	i	i	·	2.0	·	1.9	-0.57	10	4	731	3%	-1	3.8	1.3	-0.25	1.1	0.87
O=C(c1cnn2c(C(F)(F)F)cc(-c3cccs3)nc12)N1CCN(C(c2ccccc2)c2ccccc2)CC1	1152	35	i	i	632	2.1	-3	3.1	-0.13	5.3	-14	685	-3%	-0.79	-1.2	1.2	-0.17	1	-1.4
O=[N+]([O-])c1ccc(O)c(Nc2ncnc3ccc(Br)cc23)c1	1021	18	i	i	·	1.6	·	4.8	-0.12	0.1	-3	730	-13%	-0.54	1.1	0.1	-0.011	0.9	0.75
C#CCNC(=O)C1=C[C@@H](c2ccc(C#C)cc2)[C@H](CCCO)[C@@H](OCC)O1	1066	46	i	i	1512	1.1	-0.65	0.9	0.75	5.7	4	700	17%	0.55	-0.6	0.5	-0.26	1	-1.2
Cc1nn2c(-c3cccc(NC(=O)CSc4nc5ccccc5o4)c3)nnc2c2ccccc12	1047	32	i	i	1688	1.5	0.16	3.5	0.14	8.4	-4	649	-12%	0.0099	0.5	1.0	0.48	1.1	-0.74
Cc1ccccc1S(=O)(=O)Cc1ccc(C(=O)NCCN2CCCCC2C)o1 (stereo not drawn)	903	24	i	i	1133	3.4	0.84	3.8	0.078	11	-1	767	11%	-0.56	0.7	1.3	-0.19	1.1	0.12
O=C(Nc1cccc(C(F)(F)F)c1)c1csc(-c2ccncc2)n1	1027	45	i	i	1640	2.7	-0.1	3.1	0.77	2.9	13	680	10%	0.26	-1.0	0.1	-0.24	1.1	-0.25
COc1ccc2[nH]c(=O)c(CNc3ccccc3OC)cc2c1	1341	43	i	i	977	·	-0.05	·	0.14	·	15	693	·	0.097	0.1	0.2	-0.25	·	0.7
CCCCC1=CC2=C(c3ccco3)C(=O)C(C)(OC(=O)c3ccc(OC)cc3)C(=O)C2=CN1CCc1ccccn1 (stereo not drawn)	1120	27	i	i	721	·	1.2	·	-0.23	·	-3	728	·	-0.64	-0.8	2.1	-0.65	·	0.067
CN(C)/C=C1\N=C(c2ccccc2)OC1=O	1132	58	i	i	1303	2.2	-0.2	1.8	0.046	0.7	7	726	-7%	0.4	-2.1	0.6	-0.34	1.1	-1.3
CC(=O)N(c1c(C)n(C)n(-c2ccccc2)c1=O)C1(C(=O)NC2CCCC2)CCCCC1	1099	50	i	i	1198	1.5	0.18	9.3	0.58	1.6	-2	768	6%	0.083	-2.0	0.9	-0.081	1.1	-0.4
CCSc1nnc2c(n1)OC(C)(C)Nc1ccccc1-2	1056	70	i	i	1363	1.6	-0.14	9.8	0.067	8.5	·	·	0%	-0.094	-4.1	1.0	-0.17	1.1	1.3
CCc1cc2ccc(C)cc2nc1SCC(=O)Nc1cc(C)on1	914	48	i	i	1432	1.8	-0.37	3.3	-0.049	6.1	7	722	3%	-0.31	0.0	0.5	0.15	1.1	0.5
O=C(CO/N=C/c1cccc([N+](=O)[O-])c1)NC1CCCCCC1	620	54	i	i	1295	2.0	1.5	4.4	0.4	10	-19	741	-5%	-0.23	-8.0	0.2	-0.28	1.1	0.87
CCS(=O)(=O)n1nc(-c2ccco2)nc1N	924	58	i	i	·	1.1	·	1.6	-0.55	1.7	-7	621	13%	-0.49	1.0	0.4	-0.18	1	0.63
CC(=O)NS(=O)(=O)c1ccc(NC(=O)CSc2ccccc2)cc1	1344	50	i	i	·	·	·	·	-0.72	·	1	687	·	-1.3	0.2	0.4	-0.23	·	1.7
CC(Oc1ccc(Cl)cc1)/C(N)=N/O (stereo not drawn)	1442	34	i	i	1457	2.2	0.12	7.2	0.019	5.0	1	749	3%	0.23	0.1	0.4	-0.23	1	0.68
CC(=O)N(CCc1ccccc1C)Cc1cc2cc3c(cc2[nH]c1=O)OCO3	1020	13	i	i	1443	2.0	1.5	1.5	0.17	6.7	-5	682	15%	-0.021	1.4	1.1	-0.2	1	0.015
COc1ccc(OC)c(N(CC(=O)Nc2ccccc2)S(C)(=O)=O)c1	925	46	i	i	1469	2.7	-0.94	6.6	2	3.2	·	·	-2%	2.7	-3.2	7.8	0.085	1.1	-0.87

Part of the list above, with values under each structure:
Results follow in this order: b-catenin transl cell count 5 µM	T cell modulator vesicle-bound %	Myeloid diff MLP	T cell modulator	Insulin prom up cell count	MT stabilize HCS Hoechst-high %	Insulin prom up	MT stabilize HCS	Dynein transport nuclear GR-EGFP	MT stabilize HCS cytotoxicity %	Hep lipid drop	Hep lipid drop cells 6.5 µM	PMI inhibitors	Dynein transport	b-catenin transl	Myeloid diff MLP GFP+ MAC1+ %	Dynein transport cytoplasmic EGFP	TNAP activators	Dynein transport cell count
- CC(Oc1ccc(Cl)cc1)/C(N)=N/O (stereo not drawn)
    1442	34	i	i	1457	2.2	0.12	7.2	0.019	5.0	1	749	3%	0.23	0.1	0.4	-0.23	1	0.68
- COc1ccc2[nH]c(=O)c(CNc3ccccc3OC)cc2c1
    1341	43	i	i	977	·	-0.05	·	0.14	·	15	693	·	0.097	0.1	0.2	-0.25	·	0.7

Remaining list, next part.
SMILES	b-catenin transl cell count 5 µM	T cell modulator vesicle-bound %	Myeloid diff MLP	T cell modulator	Insulin prom up cell count	MT stabilize HCS Hoechst-high %	Insulin prom up	MT stabilize HCS	Dynein transport nuclear GR-EGFP	MT stabilize HCS cytotoxicity %	Hep lipid drop	Hep lipid drop cells 6.5 µM	PMI inhibitors	Dynein transport	b-catenin transl	Myeloid diff MLP GFP+ MAC1+ %	Dynein transport cytoplasmic EGFP	TNAP activators	Dynein transport cell count
CCCS(=O)(=O)c1c(S(=O)(=O)CCC)c2c(C(N)=O)cccn2c1C(=O)c1ccc(F)cc1	1068	26	i	i	1328	1.9	-0.68	1.1	-0.57	9.8	3	643	-13%	-1.2	-0.3	0.4	-0.27	1	0.73
CC(=O)Nc1ccc(OCCC[n+]2ccccc2)cc1	1051	42	i	i	1431	2.5	0.06	2.6	-0.051	6.5	-8	728	0%	0.081	-1.1	0.3	-0.31	1.1	0.94
O=C(Nc1nnc(-c2cccs2)o1)c1cccc(Oc2ccccc2)c1	·	39	i	i	864	4.5	0.23	2.3	0.066	6.6	·	·	-20%	0.099	·	1.6	-0.19	1.2	-0.021
COC(=O)c1cccc(OCC(O)Cn2cnc3cc(C)c(C)cc32)c1 (stereo not drawn)	1027	40	i	i	698	1.8	0.16	1.4	0.65	6.6	-4	813	22%	0.45	0.7	1.9	0.15	1	-0.46
